IMPase Li cell: IMPase inhibition in cells with lithium potentiation; Potency, µM (top dose mostly 59.4 µM), without a hit: top-dose activity, negative = IMPase inhibition, most hits filed as inhibitors; 210,000 compounds, 0.35% hits; AID 1457; CHO-M1 cells, IP1 TR-FRET (IP-One), carbachol + lithium;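 also: IP1 builds up when IMPase is blocked and the TR-FRET signal falls; plate controls were basal vehicle for no effect and high inhibitor control for full effect; nearly all actives have a fitted effect of over 50% in size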
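Steps: plate 2000 CHO-M1 cells per well and culture 16–30 h; add compound and lithium; incubate 30 min, 37C; add d2-IP1 tracer and Eu cryptate anti-IP1 antibody in lysis buffer; read after 10 min at room temperature.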
SMN2 splice up: SMN2 splice variant enhancement; Potency, µM (highest dose often 46.1 µM), without a hit: at the highest dose activity change, positive = activation, actives largely listed as activators; 210,000 compounds, 2.8% hits; HEK293 SMN2-luciferase splicing reporter, luminescence, 30-36 h; also: % of control where 0% means no effect; nearly all actives have a fitted effect of over 55% in size
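qHTS luciferase splicing reporter: luminescence rises when SMN2 exon 7 is included in transfected HEK293 cells. Compound exposure lasted 30-36 h at 37C, with 4.5 mM final sodium butyrate as control, followed by a ONE-Glo read.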
Luc counter: blocks Kinase-Glo luciferase, a counter-screen artifact; Q27757; Potency, µM (series often up to 38.3 µM), for inactives: at the top dose activity change, negative = inhibition, most hits filed as inhibitors; Kinase-Glo luciferase, ATP luminescence, 8 min; 200,000 compounds, 0.28% hits; also: % is scaled to controls: 0 for no effect and ±100 for the full control effect; nearly all actives have a fitted effect of over 60% in size
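Luminescence was the read-out, taken after 8-minute incubation at ambient temperature. Luciferase turned over luciferin with 10 uM ATP in imidazole pH 7.2 buffer containing KCl, MgCl2, Tween 20 and BSA.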
Epigenetic derep: derepresses silenced GFP reporter in murine cells; murine LDR cells, GFP reporter derepression, 30 h; Potency, µM (doses to about 53.9 µM), inactives show top-dose GFP activation, hits mostly activators; 280,000 compounds, 0.2% hits; AID 1865; also: % of control where 0% means no effect; nearly all actives have a fitted effect of over 60% in size
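Derepression of a silenced CMV-GFP reporter in murine LDR cells is scored by enumerating GFP-positive cells with a laser-scanning microplate cytometer after 30 hours of treatment at 37 C.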
JMJD2E inh: inhibitors of human JMJD2E histone demethylase; 230,000 compounds, 1.6% hits; Potency, µM (doses to about 57.1 µM), for inactives: at the highest dose activity change, negative = inhibition, usual class: inhibitors; JMJD2E catalytic domain, FDH-coupled NADH fluorescence (FDH is formaldehyde dehydrogenase); AID 2147; active = well fitted inhibition curve with a large enough effect, not every such curve was filed as active; inconclusive = small, poorly fitted or top-dose-only effect, or another doubt; inactive = no such curve, though single readings can be large or run the other way;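 also: 0% = wells with enzyme and -100% = buffer wells without enzyme; nearly all actives have a fitted effect of over 50% in size; many of its hits are not listed in these tables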
Target sequence (B2RXH2 1-337 limits assumed): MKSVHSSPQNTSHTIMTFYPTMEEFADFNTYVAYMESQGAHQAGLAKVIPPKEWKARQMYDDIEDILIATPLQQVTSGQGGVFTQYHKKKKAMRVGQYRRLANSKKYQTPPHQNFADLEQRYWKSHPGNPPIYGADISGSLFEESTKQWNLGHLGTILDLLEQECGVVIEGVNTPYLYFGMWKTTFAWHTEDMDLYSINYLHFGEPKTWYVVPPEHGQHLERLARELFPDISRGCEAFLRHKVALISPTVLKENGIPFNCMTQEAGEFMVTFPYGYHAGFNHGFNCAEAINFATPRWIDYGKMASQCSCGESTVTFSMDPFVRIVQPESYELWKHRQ
GoLoco inh red: RGS12 GoLoco-Gai1 interaction inhibition | P63096 | 230,000 compounds, 0.44% hits | Gai1:RGS12 GoLoco peptide FP, rhodamine, 10 min | Potency, µM (top dose mostly 61.6 µM), for inactives: top-dose activity, negative = inhibition, most hits filed as inhibitors; active = well fitted inhibition curve with a large enough effect, not every such curve was filed as active; inactive = no such curve, though single readings can be large or run the other way; also: % is scaled to controls: 0 for no effect and ±100 for the full control effect; nearly all actives have a fitted effect of over 30% in size; many of its hits are not listed in these tables
Target sequence (P63096 whole entry, looked up): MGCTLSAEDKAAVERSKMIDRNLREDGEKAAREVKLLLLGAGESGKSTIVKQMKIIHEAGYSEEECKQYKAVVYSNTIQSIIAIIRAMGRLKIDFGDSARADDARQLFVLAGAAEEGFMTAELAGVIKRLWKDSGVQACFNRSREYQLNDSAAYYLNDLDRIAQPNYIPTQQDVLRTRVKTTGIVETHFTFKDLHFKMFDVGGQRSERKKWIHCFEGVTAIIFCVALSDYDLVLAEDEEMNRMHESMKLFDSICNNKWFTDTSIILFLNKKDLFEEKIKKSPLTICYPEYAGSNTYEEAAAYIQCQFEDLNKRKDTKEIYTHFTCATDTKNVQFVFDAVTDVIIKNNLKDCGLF
NPSR antagonist: neuropeptide S receptor (human) antagonism, cAMP. 220,000 compounds, 1% hits. Q6W5P4. Potency, µM (top dose mostly 38.3 µM), without a hit: at the top dose activity change, negative = inhibition, most hits filed as inhibitors. CHO-NPSR cells, cAMP TR-FRET, antagonist mode. AID 1461; also: % is scaled to controls: 0 for no effect and ±100 for the full control effect; nearly all actives have a fitted effect of over 50% in size; many of its hits are not listed in these tables
Target sequence (Q6W5P4 whole entry, looked up): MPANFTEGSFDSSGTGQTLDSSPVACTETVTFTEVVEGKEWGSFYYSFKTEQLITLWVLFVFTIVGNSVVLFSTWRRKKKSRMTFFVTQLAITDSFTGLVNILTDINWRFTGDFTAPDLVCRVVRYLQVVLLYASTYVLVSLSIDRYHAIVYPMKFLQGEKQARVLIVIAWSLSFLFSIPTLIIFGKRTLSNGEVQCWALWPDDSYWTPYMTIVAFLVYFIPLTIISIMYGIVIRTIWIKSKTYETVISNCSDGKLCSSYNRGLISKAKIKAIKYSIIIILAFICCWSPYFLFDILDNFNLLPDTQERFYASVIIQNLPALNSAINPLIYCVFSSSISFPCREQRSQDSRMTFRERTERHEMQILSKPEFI
RECQ1 inh: blocks DNA unwinding by human RECQ1. P46063. RECQ1 DNA unwinding, red fluorescence kinetic read. Potency, µM (doses to about 57.3 µM), for the others: at the top dose activity, negative = inhibition, most hits filed as inhibitors. 240,000 compounds, 0.54% hits. AID 2549;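 also: plate controls were vehicle for no effect and no enzyme for full effect; nearly all actives have a fitted effect of over 30% in size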
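50 nM RECQ1T1 preincubated 15 min with compound in Tris pH 8.0 buffer with MgCl2, DTT, Tween-20 and 2.5 ug/ml poly(dI-dC); started with 200 nM TAMRA/BHQ-2 forked duplex and 2 mM ATP. Unwinding read as fluorescence (525/598 nm), two reads 2 h apart.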
Active calls of the source: *; i = inactive; ? = inconclusive; . = no result given; & = joins results of further samples; [ ] = dose if it differs, or a comment. Unless noted, calls follow the shape of the dose curve; as a rule, active = well fitted curve in the direction sought with a large enough effect; inconclusive = small, poorly fitted or top-dose-only effect, or another doubt; inactive = no such curve, though single readings can be large; an effect the other way counts as inactive or inconclusive. Potency is read from the fitted curve at half-maximal effect. This is a subset; the hit share may differ from the screen's.

Every second line gives: NPSR antagonist | Epigenetic derep | JMJD2E inh | IMPase Li cell | Luc counter | SMN2 splice up | GoLoco inh red | RECQ1 inh
CCOc1ccc(CC2NCCc3cc(OCC)c(OCC)cc32)cc1OCC (stereo unspecified)
 : -7% | ? | 35µM* | 12% | 4% | -15% | 28% | i
COc1cc(/C=C/C(=O)c2ccc(C)c([N+](=O)[O-])c2)cc(OC)c1O
 : 10% | ? | 1% | 4% | -4% | -10% | -16% | -7%
CC1CCCN(c2ccc(N)cc2C(N)=O)C1 (stereo unspecified)
 : -2% | -1.4% | 2% | 3% | 2% | . | 15% | i
NC(=O)[C@@H]1CCCN1Cc1nc(-c2ccccc2)no1
 : 4% | 1.1% | 8% | -2% | 0% | . | 1% | -6%
Cc1noc(C)c1CSc1ccc2ccccc2n1
 : -16% | -1.0% | -10% | 7% | -1% | -47%[inhibitor] | 10% | -2%
COc1cccc(-c2cc3nc4c(c(NCC(C)(C)CN(C)C)n3n2)CCCC4)c1
 : -2% | -0.1% | -8% | 2% | -3% | . | 7% | i
COC(=O)/C(N=Nc1cccc(C(F)(F)F)c1)=C(\C)O
 : 18%[46.1 µM] | -0.6% | 5% | 19%[38.3 µM] | 2% | -9% | 7% | -19%
O=C(Nc1ccc2c(c1)OCCO2)Nc1ccc2c(c1)OCO2
 : -1% | -1.5% | -11% | 1% | -7% | 2.5µM* | 0% | -1%
CCn1c(C(=O)NC(C)c2ccc3c(c2)OCCO3)cc2sccc21 (stereo unspecified)
 : -17%[46.1 µM] | 0.6% | 1% | 8%[38.3 µM] | 2% | -39%[inhibitor] | -3% | -15%
COc1ccccc1/C=C/C1=NC(=C\C=C/c2ccccc2)/C(=O)O1
 : -6% | 0.0% | 0% | 5% | 2% | -13% | 9% | 1%
CC(C)c1ccc(CN(C(=O)c2cc3ccccc3oc2=O)C2CCS(=O)(=O)C2)cc1 (stereo unspecified)
 : -18%[46.1 µM] | -1.0%&0.1% | 4% | 10%[38.3 µM] | -1% | 2%&-9% | 9% | i
CC1CN(Cc2nc3ccccc3c(=O)[nH]2)CC(C)O1 (stereo unspecified)
 : 16% | 1.1% | -4% | 1% | -1% | -3% | 2% | i
O=c1cc(-c2cc(O)c(O)c(O)c2)oc2cc(O)cc(O)c12
 : . | -1.1% | 10µM* | 24% | -2% | -7% | -4% | ?
CCC(C(=O)N1CCN(S(C)(=O)=O)CC1)c1ccccc1 (stereo unspecified)
 : -1%[46.1 µM] | 0.0% | 3% | 3%[38.3 µM] | -1% | 9% | 1% | -6%
CCOc1ccccc1NC(=O)c1cc(C(=O)c2cc(OC)ccc2O)coc1=N
 : -5% | -1.3% | -14% | 0% | 1% | 9% | 3% | -5%
COc1ccc(-n2cnnc2SCC(=O)N2CCN(c3ccccc3)CC2)cc1
 : -9%[46.1 µM] | -0.7% | -4% | 44%[activator][38.3 µM] | 22% | -30% | 7% | -4%
CCCOC(=O)NC1C(NC(=O)OCCC)N(C)C(=O)N1C (stereo unspecified)
 : 14%[7.67 µM] | -2.7% | ? | 8%[38.3 µM] | -4% | -12% | 11% | -15%
Cc1ccc(C(=O)NN2C(=O)C3C4C=CC(C5CC45)C3C2=O)cc1 (stereo unspecified)
 : 21% | -2.4% | 4% | -2% | 0% | -11% | 0% | 12%
Cc1cc(C(=O)NP(=O)(N2CC(C)OC(C)C2)N2CC(C)OC(C)C2)c(C)n1C1CC1 (stereo unspecified)
 : 5% | -4.2% | -8% | 11% | 0% | -4% | 13% | i
COc1ccc2c(c1)c(C(=O)CNc1nc(C)cs1)c(C)n2C
 : 8%[46.1 µM] | -0.9% | ? | -10%[38.3 µM] | 9% | -3% | -15% | -12%
CC(=O)c1cccc(CN2CCCC(CCC(=O)NCc3ccccc3F)C2)c1 (stereo unspecified)
 : -7% | 1.0% | 6% | 20% | 0% | . | -1% | -11%
CN1CCN(C(=O)C2=C[C@H](c3coc4ccccc4c3=O)C[C@H](OCCCCO)O2)CC1
 : ? | -0.7% | -17% | -5% | . | . | 6% | 8%
Nc1nc(Nc2ccc(Cl)cc2Cl)nc(C(F)(F)F)n1
 : 16%[46.1 µM] | -1.1% | ? | 27%[38.3 µM] | 1% | ? | -7% | -9%
Cn1cc(C(=O)Nc2ccc(F)c(Cl)c2)cn1
 : 5% | -1.8% | -1% | -4% | -2% | 8% | 5% | i
COCCNC(=O)c1cc2c(=O)n(C)c3ccccc3c2n1C
 : -5%[46.1 µM] | -1.3% | ? | -2%[38.3 µM] | 2% | -12% | 2% | -7%
COc1ccc(Cl)cc1C(=O)NCCN(C)C
 : 3%[46.1 µM] | -1.4% | 0% | 31%[38.3 µM] | -1% | 9% | 5% | -3%
CCCN(C(=O)CSc1nnc(-c2ccoc2C)n1N)C1CCS(=O)(=O)C1 (stereo unspecified)
 : -4%[46.1 µM] | 1.2% | 6% | 11% | 11% | 13% | -34% | -2%
NS(=O)(=O)c1ccc(CCNc2nc(CN3CCOCC3)nc3sc4c(c23)CCC4)cc1
 : -6%[46.1 µM] | 0.0% | -3% | 6%[38.3 µM] | 0% | -3% | -4% | -2%
CCCCCn1c2nc3ccccc3nc2c2c(=O)n(CC3CCCO3)c(C)nc21 (stereo unspecified)
 : ? | 0.9% | ? | -1%[38.3 µM] | -2% | 2% | -6% | -1%
C=CCn1c(CSc2nc3ccccc3s2)nnc1SCC(=O)NCCN1CCOCC1
 : -4%[46.1 µM] | -12% | 3% | . | . | . | . | -7%
NC(=O)c1sc2nc3c(c(-c4ccco4)c2c1N)CCCC3
 : -44% | -1.1% | 0% | . | . | . | 3% | 8%
COc1ccccc1[C@H]1C(c2cccc(C)c2)=NN(c2ccccc2)[C@@H]1CO
 : . | 0.0% | . | -29% | 1%[39.9 µM] | . | 5%[88.7 µM] | -20%[81.1 µM]
Cn1c(=O)c2c(-c3cccc(F)c3)c3c(nc2n(C)c1=O)-c1ccccc1C3O (stereo unspecified)
 : -10%[46.1 µM] | -1.1% | -7% | 9%[38.3 µM] | -4% | -6% | 3% | -3%
CN(Cc1ccccc1)c1ncnc2ccc(Br)cc12
 : -11%[46.1 µM] | -1.1% | -5% | -4%[38.3 µM] | -2% | ? | 8% | -6%
CN(C(=O)CSC1=NCCS1)c1ccccc1
 : -7%[46.1 µM] | -7.6% | -1% | -10%[38.3 µM] | 2% | -5% | 1% | -1%
CC(=O)NCc1ccc(-c2csc(N)n2)s1
 : -20%[46.1 µM] | 2.6% | ? | 7%[38.3 µM] | -4% | -6% | 2% | -8%
NC1=C([N+](=O)[O-])C(c2ccccc2)C2=C(CCCC2=O)O1 (stereo unspecified)
 : 8% | 0.0% | ? | -4% | -2% | 12% | 14% | i
CCCN(C(=O)c1cn(CC)c2nc(C)ccc2c1=O)c1c(N)n(Cc2ccccc2)c(=O)[nH]c1=O
 : 13% | 2.6% | -8% | 6% | 1% | 7% | -9% | -6%
COc1ccc(-c2c(C)nn(-c3ccccc3)c2N)cc1OC
 : -14%[46.1 µM] | 0.1% | 1% | 1% | -1% | ? | 4% | i
COCCNC(=O)C(c1ccc(C)o1)N(C(=O)c1snc(C(N)=O)c1N)c1cccc(C)c1 (stereo unspecified)
 : ? | 5.3% | ? | -1%[38.3 µM] | -2% | 8% | -13% | 24%
c1csc(Cn2nnnc2CN2CCN(c3nc4ccccc4s3)CC2)c1
 : -13%[7.67 µM] | 5.8% | -9% | -10%[38.3 µM] | -6% | -15% | -3% | -3%
Cc1onc(-c2ccccc2)c1C(=O)N1CCCSC1=Nc1ccccc1
 : ? | 1.6% | 1% | 42%[activator][38.3 µM] | -2% | 3% | -7% | -12%
O=C(NCc1ccc2c(c1)OCO2)c1cc(-c2ccccc2Cl)on1
 : -21%[46.1 µM] | 0.9% | -14% | 11%[38.3 µM] | -2% | 12% | -11% | -3%
CCOC(=O)C(C(C)=O)C(c1ccc(OCCC(C)C)cc1)C(C(C)=O)C(=O)OCC (stereo unspecified)
 : -17%[46.1 µM] | -0.8% | 1% | -2% | 11% | -30%[inhibitor] | -18% | 2%
NC(=O)CSc1nc2scc(-c3ccco3)c2c(=O)n1-c1ccccc1
 : -13%[46.1 µM] | -1.0% | ? | 7%[38.3 µM] | -2% | 9% | -6% | 28µM*
C=CCn1c(SC)nnc1C1COc2ccccc2O1 (stereo unspecified)
 : 12% | -1.6% | -8% | 2% | -1% | -9% | 1% | -4%
O=C(NC1CCN(C(=S)NCc2ccco2)CC1)c1cccc(F)c1
 : -7% | 5.2% | 8% | 0% | 1% | 2% | 6% | i
Cn1nnnc1SCC(=O)NCCCc1ccccc1
 : -4%[46.1 µM] | 0.0% | 3% | -7%[38.3 µM] | 1% | -15% | 5% | i
CCC(C)c1ccc(NC(=O)c2cccs2)cc1 (stereo unspecified)
 : -8%[46.1 µM] | -1.4% | 0% | 7%[38.3 µM] | -15% | 7.9µM* | 9% | i
COc1ccccc1P(=O)(c1ccccc1)c1ccccc1NC(C)=O (stereo unspecified)
 : 17% | 3.7% | 4% | . | . | . | 3% | -8%
COc1ccc(Cl)cc1C(=O)N/N=C/c1ccc(N2CCOCC2)cc1
 : -20% | -0.1% | ? | -2% | 1% | -4% | 30% | i
O=C(Cc1ccc(-n2c(=O)[nH]c3ccsc3c2=O)cc1)N1CCN(c2ccc(Cl)cc2)CC1
 : 2% | -1.1% | 8% | -1% | 0% | -23% | -3% | -13%
O=C(Nc1nccs1)C(NS(=O)(=O)c1ccc(Br)s1)c1ccccc1 (stereo unspecified)
 : -15%[46.1 µM] | -1.0% | 7% | -4%[38.3 µM] | 4% | 4% | -5% | i
COc1cc2c(cc1OC)C(/C=C/c1ccc(OC)c(OC)c1OC)=NCC2
 : . | -1.1% | ? | 26% | -3% | -7% | -1% | -5%
O=C(Oc1coc(CSc2nnc(NC(=O)C3CC3)s2)cc1=O)c1c(F)cccc1F
 : 22% | 3.4% | -16% | -1% | 1% | -18% | 41%[activator] | ?
Nc1cccn2c(-c3ccc(Cl)c(Cl)c3)cnc12
 : -37% | 5.4% | 20µM* | 1% | -5% | 3.5µM* | 36%[activator] | -3%
CCN(CC)c1ncnc2sc3c(c12)CCC3
 : -21%[46.1 µM] | -3.3% | 8% | 18%[38.3 µM] | 2% | -22% | 1% | -11%
CC(C)(C)C(=O)/C(=C/c1ccncc1)n1cncn1
 : -4% | -3.8% | -3% | 0% | 0% | -71%[inhibitor] | -7% | i
